Screening data: PubChem, Sanford-Burnham Center for Chemical Genomics
Apaf-1 inh – inhibitors of human Apaf-1 apoptosome. O14727. reconstituted apoptosome caspase-3 activity, DEVD-Rh110 fluorescence. inhibition, % at 20 µM. 0.71% of 330,000 active; active means inhibition of at least 40% at 20 µM;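 further: plate controls were DMSO wells for no effect and DEVD-CHO caspase inhibitor wells for full effect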
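Material: reconstituted apoptosome with Apaf-1, cytochrome c, caspase-9, procaspase-3, dATP; medium: pH 7.5 Hepes buffer with CHAPS, BSA, DTT; also added: cytochrome c and DEVD-Rh110 substrate; timing: 30 min plus 50 min, RT; signal: Rh110 fluorescence intensity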
SENP1 inh – SENP1 (human) catalytic domain inhibition | 0.21% of 360,000 active | Q9P0U3 | inhibition, % at 10 µM | recombinant SENP1 catalytic domain, CyPet-SUMO1-YPet FRET cleavage;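 active means inhibition at least 30% at 10 µM, raw YFP signal under a set limit, fluorescence ratio 0.5 to 1.5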;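 further: 0% = enzyme with DMSO and 100% = no enzyme wells; some results filed as inactive read as strong as hits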
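Controls: no-enzyme wells low, DMSO-plus-enzyme wells high control. Test system: human recombinant His6-tagged SENP1 catalytic domain enzyme. Reagent: SFCypet-SUMO1-SFYpet FRET protein substrate, 25 nM final. Doses: one dose per compound, 10 µM, 0.5% DMSO. Detection: FRET, CFP and YFP emission. Timing: 50 min reaction at room temperature.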
UBC13 inh – human UBC13 polyubiquitination inhibition; UBC13 polyubiquitin chain formation, TR-FRET; inhibition, % at 20 µM; 0.47% of 330,000 active; P61088; in the data active means inhibition above about 45%, passing the limit was not always enough; inconclusive means no clear call, values can overlap the other calls
Target sequence (P61088 whole entry, looked up): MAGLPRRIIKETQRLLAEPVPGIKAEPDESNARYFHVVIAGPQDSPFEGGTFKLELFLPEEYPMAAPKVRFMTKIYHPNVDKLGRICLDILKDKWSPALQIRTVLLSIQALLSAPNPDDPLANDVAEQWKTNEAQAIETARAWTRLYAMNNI
SENP6 inh – blocks the human protease SENP6 | Q9GZR1 | Recombinant SENP6 catalytic domain, aminoluciferin luminescence | inhibition, % at 10 µM | 1.8% of 330,000 active | AID 2599;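 active means inhibition above about 50% at the single tested dose, limit read from the data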;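 further: plate controls were DMSO wells with enzyme for no effect and DMSO wells lacking enzyme for full effect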
SENP8 block-1 – blocks the human protease SENP8. purified SENP8, Z-RLRGG-aminoluciferin cleavage, luminescence. inhibition, % at 10 µM. 1.2% of 330,000 active. AID 2540; in the data active means inhibition above about 50%
SENP8 block-2 – inhibitors of human SENP8 protease; recombinant SENP8, Nedd8 substrate fluorescence; inhibition, % at 20 µM; 0.64% of 360,000 active; AID 602440; in the data active means inhibition mostly above about 40%, no sharp cut-off; inactive means mostly below about 27%
SENP7 inh – blocks the human protease SENP7; recombinant SENP7, Z-RLRGG-aminoluciferin luminescence, 40 min; inhibition, % at 5 µM; 1.5% of 330,000 active; AID 434973; Q9BQF6;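 active means inhibition above about 50% at the single test dose, limit read from the data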;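 further: plate controls were DMSO with enzyme for no effect and no enzyme buffer wells for full effect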
Target sequence (Q9BQF6 706-1050 limits assumed): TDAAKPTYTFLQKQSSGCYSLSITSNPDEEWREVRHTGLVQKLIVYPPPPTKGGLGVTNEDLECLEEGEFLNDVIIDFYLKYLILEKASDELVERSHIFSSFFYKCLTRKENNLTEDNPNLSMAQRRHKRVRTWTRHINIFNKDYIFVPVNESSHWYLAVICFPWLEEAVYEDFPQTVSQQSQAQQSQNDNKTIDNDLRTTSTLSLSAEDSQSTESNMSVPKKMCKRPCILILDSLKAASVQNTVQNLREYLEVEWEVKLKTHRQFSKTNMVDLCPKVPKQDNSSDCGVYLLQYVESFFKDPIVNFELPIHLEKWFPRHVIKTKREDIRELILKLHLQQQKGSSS
A3G deaminase – inhibitors of human APOBEC3G DNA deaminase; Q9HC16; recombinant A3G, ssDNA deamination FAM/TAMRA fluorescence; inhibition, % at 20 µM; 0.28% of 330,000 active; AID 493012;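 active means inhibition of at least 40% at 20 µM, with no more than 30% in the related APOBEC3A deaminase screen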;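 further: plate controls were DMSO wells with A3G for no effect and wells lacking A3G enzyme for full effect; some compounds called inactive have numbers as strong as hits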
Target sequence (Q9HC16 whole entry, looked up): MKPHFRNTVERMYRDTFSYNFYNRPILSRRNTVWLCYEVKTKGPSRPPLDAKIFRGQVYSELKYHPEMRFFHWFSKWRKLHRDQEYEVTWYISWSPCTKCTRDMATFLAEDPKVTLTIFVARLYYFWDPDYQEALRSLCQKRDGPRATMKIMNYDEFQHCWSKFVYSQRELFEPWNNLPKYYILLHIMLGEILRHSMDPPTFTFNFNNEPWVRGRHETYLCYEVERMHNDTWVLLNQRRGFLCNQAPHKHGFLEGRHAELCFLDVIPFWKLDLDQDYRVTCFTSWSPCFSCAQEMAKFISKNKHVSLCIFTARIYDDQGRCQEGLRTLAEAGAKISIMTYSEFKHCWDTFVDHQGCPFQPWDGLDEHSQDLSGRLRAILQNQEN
Numbers without * were called inactive; ? = inconclusive; . = no result given. An unsorted share of the library. About 3.6% of those tested had a hit in this group.

SMILES	Apaf-1 inh	SENP1 inh	UBC13 inh	SENP6 inh	SENP8 block-1	SENP8 block-2	SENP7 inh	A3G deaminase
COc1ccc(-n2ncc3c(NCc4ccc5c(c4)OCO5)ncnc32)cc1	1	0	?	-7	-1	-219	-1	-3
COC(=O)[C@@H](NC(=O)/C=C/c1ccc(OC)cc1)C(C)C	-1	1	-8	-20	-5	7	-3	-1
Nc1nonc1-n1nnc(C(=O)N/N=C/c2ccc(Cl)cc2Cl)c1CN1CCCCC1	5	-1	4	-8	-3	16	3	-9
COc1cccc(CNCc2ccccn2)c1OC	-1	1	0	38	1	14	4	4
COc1ccc(-c2cn[nH]c2N)cc1OC	-1	2	-3	0	4	17	5	8
CC1=NNC(=O)C1CC(=O)N/N=C/c1sccc1C (stereo unspecified)	-4	2	-9	9	-3	5	-4	-15
O=C(NC1CCCc2ccccc21)C(Cc1ccccc1)NS(=O)(=O)c1cccs1 (stereo unspecified)	15	3	7	-4	-3	16	10	-1
COc1ccccc1C1=NC(c2ccc(F)cc2)N=C1C (stereo unspecified)	12	2	-6	-11	-4	3	7	0
CCOc1cc(C(=O)Nc2ccc(F)cc2)cc(Br)c1OC	22	1	0	-21	-1	16	3	-2
Nc1c(C(=O)N2CCOCC2)sc2nc(N3CCOCC3)c3c(c12)CCCC3	-5	-20	?	-16	4	-416	12	40
CCOc1c(C)cnc2c1c(=O)n(Cc1ccccc1F)c(=O)n2C	12	-7	17	-8	8	-9	-2	-1
COc1ccc(C(=O)Nc2cccc(OC)c2)cc1	-13	-1	-5	86*	79*	5	92*	-7
Cc1cc(-c2ccco2)n(CC(=O)O)n1	-24	2	5	-13	-3	14	2	-5
CC(=O)c1cccc(NC(=O)c2cccc(S(=O)(=O)N3CCOCC3)c2)c1	-4	0	2	-27	-6	12	0	-8
CCN1CC(CN(C)Cc2cn(-c3ccc(C)cc3)nc2-c2cccc(C)c2)CC1=O (stereo unspecified)	4	1	7	-2	9	-7	2	-5
Cc1ccc(Cl)cc1NC(=O)COC(=O)CC1CCCCC1	15	2	-11	-2	-3	20	-7	1
CCn1nc(C)cc1C(=O)N1CCCC(Nc2ccc(F)c(F)c2)C1 (stereo unspecified)	-2	2	8	3	-6	0	4	-7
CC(=O)Nc1sc(N/N=C/c2ccccc2F)nc1-c1ccc(C)cc1	2	0	-14	2	-7	-68	2	-2
Cc1ccccc1CN1CCN(CC(=O)NCCCN2CCN(c3ccc(F)cc3)CC2)C1=O	15	0	35	-1	-6	29	5	0
O=C1C(Cc2ccccc2)Nc2ncnc(N3CCN(c4ccccc4)CC3)c2N1Cc1ccc(Cl)cc1 (stereo unspecified)	14	3	-14	6	1	-19	-1	0
CCOCCCn1c(=S)[nH]c2cc(C(=O)NCCCN(CC)CC)ccc2c1=O	7	-1	7	-8	3	16	5	2
CCc1ccc(S(=O)(=O)NC2CCCCNC2=O)cc1 (stereo unspecified)	-3	-2	11	-5	3	6	1	-7
COc1cc(C(=O)OCC(=O)NCCN2C(=O)CSC2=O)ccc1OCc1c(C)noc1C	-6	-1	5	5	1	25	-3	-3
Nn1c(SCc2ccccc2)nnc1-c1ccccn1	-4	2	2	0	-10	7	0	-6

Fetched one by one from the list above (7):
SMILES	Apaf-1 inh	SENP1 inh	UBC13 inh	SENP6 inh	SENP8 block-1	SENP8 block-2	SENP7 inh	A3G deaminase
O=C1C(Cc2ccccc2)Nc2ncnc(N3CCN(c4ccccc4)CC3)c2N1Cc1ccc(Cl)cc1 (stereo unspecified)	14	3	-14	6	1	-19	-1	0
CCn1nc(C)cc1C(=O)N1CCCC(Nc2ccc(F)c(F)c2)C1 (stereo unspecified)	-2	2	8	3	-6	0	4	-7
CCN1CC(CN(C)Cc2cn(-c3ccc(C)cc3)nc2-c2cccc(C)c2)CC1=O (stereo unspecified)	4	1	7	-2	9	-7	2	-5
CCc1ccc(S(=O)(=O)NC2CCCCNC2=O)cc1 (stereo unspecified)	-3	-2	11	-5	3	6	1	-7
Nn1c(SCc2ccccc2)nnc1-c1ccccn1	-4	2	2	0	-10	7	0	-6
Cc1ccc(Cl)cc1NC(=O)COC(=O)CC1CCCCC1	15	2	-11	-2	-3	20	-7	1
Cc1cc(-c2ccco2)n(CC(=O)O)n1	-24	2	5	-13	-3	14	2	-5

Next compounds follow.
SMILES	Apaf-1 inh	SENP1 inh	UBC13 inh	SENP6 inh	SENP8 block-1	SENP8 block-2	SENP7 inh	A3G deaminase
CC(C)c1ccc(CNC(=O)C(=O)Nc2nccs2)cc1	6	1	-9	-14	-15	20	-10	-7
Cc1cc(=O)c2cc(Br)ccc2[nH]1	0	0	15	4	-2	7	5	-3
CCn1c(N2CCN(S(=O)(=O)c3ccc(Cl)cc3)CC2)nc2ccccc21	17	3	19	-6	4	35	7	0
Cc1cc(-c2nnc(CSc3nnc(NC(=O)c4ccc(C(C)(C)C)cc4)s3)o2)ccc1[N+](=O)[O-]	-1	3	-4	2	5	20	10	-3
c1ccc2c(c1)Cn1nnnc1-2	6	3	-8	3	-8	2	-12	-10
O=C(COC(=O)c1ccccc1Br)Nc1ccccc1F	9	1	1	-17	-6	12	-6	-2
COc1ccc(Cc2noc(CN(C)CC3(N4CCOCC4)CCCCC3)n2)cc1OC	2	2	-11	-7	-5	29	-6	-2
CCCCc1cc(=O)oc2cc(OCC(=O)N3CCc4ccccc43)ccc12	13	3	-4	-7	-9	-80	-6	-6
CSC1=NC(C)(C)C=C(/C=C/c2c(Cl)cccc2Cl)N1	-4	3	9	3	6	3	-8	-4
c1ccc2c(SCc3cn4cccnc4n3)ncnc2c1	-6	0	12	16	6	-427	-7	-4
CSc1ncccc1C(=O)Nc1nc2ccc(Oc3ccccc3)cc2s1	5	-1	-15	94*	90*	-159	95*	-3
CCN(CC)C(=O)CSc1nnc2cc(C)c3ccccc3n12	-2	0	13	-5	-2	-89	4	-17
O=C(Nc1ccc2cn[nH]c2c1)c1ccccc1F	13	-1	5	22	-4	8	16	1
O=C(COC(=O)C1CC2C=CC1C2)Nc1ccc([N+](=O)[O-])cc1 (stereo unspecified)	0	1	0	4	-4	8	2	-6
O=C(CNC(=O)c1ccccc1F)NCc1cccnc1	3	0	-8	-13	0	-5	-13	-7
O=c1c2ccccc2ncn1Cc1ccc2c(c1)OCO2	-18	0	26	-6	-7	20	0	-3
COC(=O)c1c(-c2cccs2)csc1NC(=O)CN1CCOCC1	6	0	-6	1	3	-37	5	-2
Cc1ccc(NC(=O)CSc2ccccc2NC(=O)c2cccc(Cl)c2)cc1Cl	-1	0	-7	-5	0	15	-3	-6
Cc1ccc(CNC(=O)CCS(=O)(=O)c2cc(Br)cc3c2N(C(=O)C2CC2)CC3)o1	3	2	-7	1	3	19	5	-4
O=C1CC(Sc2nnnn2C2CCCCC2)C(=O)N1c1ccccc1 (stereo unspecified)	-6	2	2	2	1	8	6	-3
COc1ccc(/C=C2\CCCC(C(=O)C(F)(F)F)=C2O)cc1OC	2	.	-9	-44	-19	.	-8	-4
CCn1ccnc1CN(C)C(=O)C1CCC(=O)N(CCc2cccc(F)c2)C1 (stereo unspecified)	3	2	-4	-14	-14	21	9	-6
COc1ccc2cc(CCNC(=O)c3c(-c4ccccc4Cl)noc3C)c(=O)[nH]c2c1	13	1	-9	-4	-6	-49	-10	-8
O=C1CCCC2=C1C(c1cccs1)Nc1ccccc1N2 (stereo unspecified)	1	4	1	5	3	9	-1	-1
CC(C)(C)c1nc2scc(-c3ccc(Cl)cc3)c2c(=O)o1	7	0	-14	-13	-11	14	-9	-10
O=C(Nc1cccc(Cl)c1N1CCCC1)c1ccco1	24	1	-1	-10	1	7	-9	-5
CCCCN1CC[C@H]2C=CC[C@@H](C(=O)Nc3ccc(OC)cc3)[C@H]2C1=O	-2	3	6	6	5	5	-11	-9
CCCC1=C(C(=O)OCC)C(c2cccnc2)n2nc(C)nc2N1 (stereo unspecified)	-5	0	-2	-13	5	22	3	-4
COc1ccc(NC(=O)c2ccc(CNS(=O)(=O)c3cccc(OC)c3)cc2)cc1	5	3	-6	3	-8	12	14	-3
C#CCn1c(-c2cccs2)nc2ccccc21	11	0	-2	-19	-19	-392	-14	-1
O=C(Nc1cccc(S(=O)(=O)N2CCCCC2)c1)c1ccc(N2CCCC2=O)cc1	2	1	12	1	-4	13	1	-5
CCN(CC)S(=O)(=O)c1ccc(NC(=O)[C@@H](NC(=O)c2cc(OC)cc(OC)c2)C(C)C)cc1	12	0	2	-3	2	10	1	-4
O=C(c1ccc(CN2CCc3ccccc3C2)cc1)N1CCN(c2ccc(F)cc2)CC1	15	-1	2	-20	-10	24	-7	-9
COc1ccc(CCC(=O)N/N=C/c2ccc3c(c2)OCO3)cc1	0	0	-2	-15	-4	12	-11	-11
O=C(CN1C(=O)c2cccc3cccc1c23)NCc1ccccn1	-3	-16	0	-8	-9	-166	-4	-4
O=C(O)Cc1c(-c2ccccc2)c2cc(Br)ccc2[nH]c1=O	-18	3	34	12	0	25	2	-3
CCOC(=O)CSc1nc2sc3c(c2c(=O)n1-c1ccc(C)cc1)CCN(C)C3	13	-96	5	6	-1	-296	8	-6
CCOc1ccc(S(=O)(=O)Nc2cccc(C(=O)NCCCn3ccnc3)c2)cc1	13	2	6	-2	-13	6	-4	2
Cc1nc2nc[nH]n2c(=O)c1CC(=O)O	-21	1	6	-2	4	18	-1	-5
COc1ccc(OC)c(C2C(C(N)=O)=C(C)Nc3nc(-c4cccc(Cl)c4)nn32)c1 (stereo unspecified)	1	-3	15	-13	-2	-7	0	-7
CCCCOc1ccc(C)cc1CN(CCO)CCO	-9	2	0	-12	-3	0	-1	2
Cc1cc(C(=O)CN2CCCC(C)C2)c(C)n1-c1ccc(F)cc1 (stereo unspecified)	8	-4	-5	-10	-16	15	-1	-9
CCN(C(=O)COC(=O)C1CCN(S(=O)(=O)c2ccc3c(c2)OCCO3)CC1)C1CCS(=O)(=O)C1 (stereo unspecified)	-9	-2	-2	1	0	8	-2	-10
COc1cccc(NC(=O)CSc2nc(C)cs2)c1	3	0	-1	18	-21	5	-10	0
Cc1ccc(S(=O)(=O)CCC(=O)Nc2nnc(CC(C)C)s2)cc1	10	0	4	-6	-9	0	11	-5
COC(=O)c1ccc2c(C)c(C3(O)CCCCC3)[nH]c2c1	8	-3	21	-9	2	-473	-13	0
O=C(CSc1nc2ccccc2nc1N1CCOCC1)Nc1ccccc1F	10	-2	12	19	4	-115	8	2
CCOc1ccc(OCC(=O)NCc2n[nH]c(=O)c3ccccc23)cc1	4	0	0	-11	-8	3	8	-3
O=C(CCN1C(=O)c2ccccc2C1=O)Nc1ccncc1	-22	0	6	-4	1	14	11	-6
CCN(CC)S(=O)(=O)c1ccc(S(=O)(=O)N2CCC(N3CCCCC3)CC2)cc1	14	-1	-2	-31	-12	14	-8	-6
C=C(C)c1cccc(C(C)(C)NC(=O)Nc2cc(C)ccn2)c1	7	3	-3	-19	-1	8	-2	-3
CCOc1ccccc1CNC(=O)CCNC(=O)Cn1ccc2ccccc2c1=O	6	1	8	4	10	-8	-4	-1
Cc1cc(C(F)F)n2nc(C(=O)Nc3sc4c(c3C(N)=O)CCC4)nc2n1	9	0	10	2	-7	0	7	8
CC1CCN(C(=O)CN2C(=O)C(C)(C)Oc3ccc(C(=O)NC4CCCC4)cc32)CC1	-1	-1	7	-10	-4	37	1	-6
CC(C)c1ccc(Nc2ccc(C(=O)O)cc2[N+](=O)[O-])cc1	-1	4	-17	28	23	32	-4	2
COC(=O)C1=C(C)N(Cc2ccccc2)C(=NCCc2c[nH]c3ccccc23)N[C@H]1c1cccc(F)c1	60*	-6	62*	-22	-13	11	-10	11
